# Bioassay records: PubChem BioAssay, several laboratories
# PfHsp90 set2: growth inhibition of PfHsp90-expressing yeast, primary screen, antimalarial PfHsp90 inhibitor project, S. cerevisiae, BacTiter-Glo luminescence, single point, set 2; BacTiter-Glo ATP, 48 h; yeast lacking PDR1 and PDR3 efflux regulators; inhibition, % at 9.4 µM; 310,000 compounds, 0.32% hits;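 active = every replicate shows inhibition above about 80%, whatever the replicate mean, limit read from the data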;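 note: 0% = DMSO neutral controls and 100% = 20 µM radicicol positive controls; yeast relying on Plasmodium falciparum Hsp90 in place of its own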
# AddAB inh: growth inhibition of E. coli expressing H. pylori AddAB, primary screen, AddAB inhibitor project, absorbance | inhibition, % at 11.9 µM | 330,000 compounds, 0.29% hits | AID 435030, 2010; in the data active = inhibition above about 12%;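 note: 0% = vehicle wells of infected cells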
# phage Ecoli inh: growth loss of phage-infected E. coli, primary screen, RecBCD inhibitor project, absorbance, with phage, HTS; inhibition, % at 11.9 µM; 360,000 compounds, 0.26% hits; in the data active = inhibition above about 11%
# MOR-DOR ag: agonists of OPRM1-OPRD1 heterodimerization, primary screen, cell-based, luminescence; AID 504326, 2011; activation, % at 9.3 µM; Mu-type opioid receptor (Homo sapiens) + Delta-type opioid receptor (Homo sapiens), …; 340,000 compounds, 0.3% hits; cells; in the data active = activation above about 18%;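 note: 0% = vehicle-treated cells and 100% = reference agonist; values of inactives mirror those of a sister screen read the other way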
# Target sequence (P35372 whole entry, looked up): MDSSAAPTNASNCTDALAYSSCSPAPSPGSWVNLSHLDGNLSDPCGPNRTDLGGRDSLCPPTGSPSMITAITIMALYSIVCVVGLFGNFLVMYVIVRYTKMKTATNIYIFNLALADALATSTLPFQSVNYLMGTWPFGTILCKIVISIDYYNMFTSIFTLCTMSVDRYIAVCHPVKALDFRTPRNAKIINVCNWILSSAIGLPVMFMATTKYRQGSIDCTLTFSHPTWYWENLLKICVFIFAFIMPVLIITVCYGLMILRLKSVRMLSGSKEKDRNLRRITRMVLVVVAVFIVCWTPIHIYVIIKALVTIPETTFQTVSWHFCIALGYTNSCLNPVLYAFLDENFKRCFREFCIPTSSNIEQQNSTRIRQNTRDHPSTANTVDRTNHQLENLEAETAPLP
# Target sequence (P41143 whole entry, looked up): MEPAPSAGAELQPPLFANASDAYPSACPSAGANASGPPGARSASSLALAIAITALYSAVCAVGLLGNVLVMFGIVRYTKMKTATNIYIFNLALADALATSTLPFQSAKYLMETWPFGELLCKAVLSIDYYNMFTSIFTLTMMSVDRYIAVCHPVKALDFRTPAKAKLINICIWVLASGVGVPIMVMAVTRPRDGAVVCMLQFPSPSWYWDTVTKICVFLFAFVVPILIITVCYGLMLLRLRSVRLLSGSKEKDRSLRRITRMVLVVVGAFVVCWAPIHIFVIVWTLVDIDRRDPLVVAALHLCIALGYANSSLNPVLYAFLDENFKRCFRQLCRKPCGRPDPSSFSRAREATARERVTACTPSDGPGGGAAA
# PKA-R1A act: activators of PKA-R1A holoenzyme, primary screen, biochemical, fluorescence polarization, Cy5-IP20, bovine R1A, mouse PKAc. cAMP-dependent protein kinase type I-alpha regulatory subunit (Bos taurus) + …. PKA-R1A dissociation; scaled: DMSO 0%, 113 µM cGMP 100%. activation, % at 11.4 µM. 340,000 compounds, 0.083% hits. AID 504707, 2011;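 active = percent activation above the mean of all tested compounds plus 3 SD, cut at about 19% in these data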;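 note: higher means more PKAc released from R1A so a rise in polarization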
# Tat export inh: E. coli Tat export inhibitors, primary screen, MC4100, TorA-mCherry reporter, fluorescence, single point | inhibition, % at 10 µM | 340,000 compounds, 0.036% hits;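 active = mean replicate inhibition at least 50% and at least half of replicates individually reaching 50%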;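 note: exported cargo escapes ClpAP degradation while cytoplasmic cargo is degraded and loses fluorescence; 0% = median of neutral control wells and 100% = median of NaSCN control wells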
# Pemphigus Ab inh: inhibitors of pemphigus antibody binding to DSG3, primary screen, biochemical, bead-based, flow cytometry, scFv-GFP | DSG3-coupled beads, scFv-anti-DSG3-GFP binding; hits give low values | binding (percent of control), % at 10 µM | 310,000 compounds, 0.48% hits | AID 588358, 2011;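 active = binding more than 3 SD below its plate's average and above zero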;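 note: hits lower antibody fragment binding to DSG3; some compounds called inactive have numbers as strong as hits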
# MOR-DOR inv ag: inverse agonists of MOR-DOR heterodimerization, primary screen, cell-based, luminescence. Mu-type opioid receptor (Homo sapiens) + Delta-type opioid receptor (Homo sapiens), …. cell-based MOR-DOR heterodimer luminescence, inverse agonism. inhibition, % at 9.3 µM. 340,000 compounds, 0.21% hits. AID 504357, 2011; in the data active = inhibition above about 22%, passing the limit was not always enough;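 note: 0% = cells with DMSO and 100% = wells without cells with DMSO; values of inactives mirror those of a sister screen read the other way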
# E coli growth: E. coli V3065 growth inhibition, primary screen, counter-screen for AddAB inhibitor project, absorbance, OD600; 18 h; inhibition, % at 11.9 µM; 330,000 compounds, 0.27% hits;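 active = inhibition above the campaign's mean inhibition across all tested compounds plus 3 SD, cut at about 9.9% in these data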;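 note: uninfected addAB+ strain grown without phage in ampicillin broth; 0% = DMSO wells and 100% = ciprofloxacin 0.95 µg/ml wells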
# SUMO Mot1 rescue: yeast Mot1-301 growth rescue at high temperature, primary screen, SUMOylation pathway inhibitor project, S. cerevisiae, ATP luminescence, 38.5C. growth rescue, % at 18.8 µM. S. cerevisiae Mot1-301 growth rescue; percent above DMSO median, 100 means doubled. AID 2716, 2010. 320,000 compounds, 1% hits;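 active = every valid replicate shows activation above 250% relative to neutral control wells; inactive = the rest, any valid replicate at or below 250%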;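 note: OY570 slx delta 5 strain wells were the positive control but not used for scaling; some compounds called inactive have numbers as strong as hits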
# Arr AP2 block: inhibitors of beta-arrestin/AP2 binding, primary screen, biochemical, GPCR trafficking, flow cytometry | inhibition, % at 10 µM | 340,000 compounds, 0.31% hits | AID 504490, 2011 | FITC-arrestin peptide / GST-AP2 beads; AP2 beta2 appendage carries R879A mutation;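 active = inhibition above a set limit, near 3 SD of compounds lacking own fluorescence, cut at about 54% in these data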;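 note: plate controls were DMSO wells for no effect and 5 µM unlabelled arrestin peptide for full effect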
#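 Assay system: GST-AP2 R879A bound to glutathione beads, E. coli-expressed; Medium: PBS with 0.05% Tween 20 and 0.1% BSA; Also added: fluorescein-tagged arrestin peptide at 50 nM final; Timing: 12 min plus 1 h, RT; Measured by: flow cytometry, FL1 (488/535 nm); Evaluation: percent drop in bead-associated FITC signal.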
# * marks the source's active call; other numbers are inactive results; . = not tested or not shown; + = active, no number.
# Each structure is followed by: PfHsp90 set2	AddAB inh	phage Ecoli inh	MOR-DOR ag	PKA-R1A act	Tat export inh	Pemphigus Ab inh	MOR-DOR inv ag	E coli growth	SUMO Mot1 rescue	Arr AP2 block
> CCOC(=O)CN1NC2(CCCCCC2)NC1=S
    3	-0.2	-2.2	-4.2	-6	-11	106	21	-1.7	3	-6
> COc1ccc(N(Cc2ccco2)C(=O)c2ccccc2F)cc1OC
    14	2.6	2.0	-3.1	-3	0	101	13	0.8	370	10
> N#C/C(=C\c1ccc2c(c1)OCCO2)C(=O)NC1CCCCC1
    2	2.3	1.3	1.1	-6	0	84	-7	1.4	-3	9
> CCOc1ccc(S(=O)(=O)N2CCC(C(=O)OC(C)C(=O)N(C)C3CCCCC3)CC2)cc1 (stereo unspecified)
    6	5.9	0.9	-1.3	-4	7	117	7	-3.3	16	28
> CC(C)CNC(=S)N(CCCO)Cc1cc2cc3c(cc2[nH]c1=O)OCCO3
    1	-1.1	-0.6	0.7	-3	-2	115	-3	-1.4	1	-6
> O=c1[nH]cc(S(=O)(=O)N2CCOCC2)c(=O)[nH]1
    .	0.5	3.2	-1.8	3	12	104	9	-0.8	362	5
> CCCn1nnnc1NCc1c(F)cccc1Cl
    1	1.0	3.5	-2.2	-15	-5	86	14	1.1	12	-16
> Cc1ccc(S(=O)(=O)N2CCOCC2)cc1NC(=O)COC(=O)c1ccc(Br)o1
    30	.	1.2	-1.6	3	-5	115	7	.	.	-6
> COCc1nnc(NC(=O)C(C)C)s1
    -9	0.7	2.7	-2.9	-11	5	.	16	2.1	1	-5
> O=C1NC(=S)NC1=Cc1ccccc1O
    .	.	6.6	-2.0	5	-5	90	10	.	.	-4
> O=C(NCCN1CCCC1)c1ccc(CS(=O)(=O)c2c(Cl)cccc2Cl)o1
    .	0.5	2.4	-1.0	14	0	121	5	-1.5	-2	-1
> Cc1cccc(N=Nc2c(C)c(C#N)c(O)[nH]c2=O)c1
    -22	1.0	2.6	-0.7	1	-12	98	4	-1.4	-10	8
> Cc1ccc(CCNC(=O)C2CC(c3ccc(C(F)(F)F)cc3)=NO2)cc1 (stereo unspecified)
    15	4.4	0.3	2.7	0	0	96	-16	-2.9	-6	.
> N/C(=N\OC(=O)c1ccc(Br)cc1)c1ccncc1
    0	0.7	2.5	3.6	-7	-5	97	-18	3.2	-22	16
> Cc1cc(/C=C(\C#N)C(=O)O)c(C)n1CCC(C)C
    -10	1.8	1.3	-2.4	3	4	89	12	-0.9	-22	6
> CC(=O)Nc1cccc(NC(C)=C(C#N)C#N)c1
    6	4.8	1.4	-2.2	-3	-4	104	11	-0.6	11	2
> O=S(=O)(c1ccccc1)N1C2CCC1CC(O)(c1cccnc1)C2 (stereo unspecified)
    -11	1.1	2.4	-2.5	2	-10	99	15	-3.0	.	5
> O=C(COC(=O)c1ccc2ccccc2n1)NCc1ccccc1
    19	4.7	2.6	-1.9	3	-17	104	9	0.2	-9	33
> O=C(NCC(=O)N(Cc1ccccc1)C(C(=O)NC1CCCC1)c1cccnc1)c1ccco1 (stereo unspecified)
    5	0.1	0.6	1.8	2	-5	98	-10	-1.7	296	4
> O=C(CSc1nnc(CNC(=O)c2ccccc2F)o1)NCCc1ccccc1
    -1	-1.9	1.3	-1.0	-5	-11	91	6	1.6	+	3
> COc1cc(OC)cc(C(=O)N[C@H](C(=O)Nc2ccc(F)cc2F)C(C)C)c1
    55	-3.1	-2.2	-1.6	5	-4	106	8	-0.2	-14	-1
> Cc1ccn2c(=O)cc(C)nc2c1
    -29	1.4	3.8	-1.0	-8	-5	102	5	2.5	-3	6
> CN(C(=O)COC(=O)c1cc(-c2ccco2)nc2ccccc12)C1CCS(=O)(=O)C1 (stereo unspecified)
    7	-1.3	1.4	-2.4	-6	-6	59*	13	0.1	2	-9
> CC(C)(C)NC(=O)C(c1ccc(F)cc1)N(Cc1ccccc1Cl)C(=O)c1ccn[nH]1 (stereo unspecified)
    -20	-1.7	3.4	-0.8	3	-4	101	4	-0.8	-6	0
> COc1ccc(OC)c(/C=N/NC(=O)c2ccc(N(C)S(=O)(=O)c3ccccc3)cc2)c1
    13	0.3	2.7	-0.5	-7	5	105	3	-3.6	4	44
> CCCN=C1CC(C)(C)CC(=O)/C1=C(/O)CCC
    -13	0.7	4.0	-2.9	-2	-12	99	16	-0.6	-6	-4
> Cc1cc(C(=O)CSc2nc(N)cc(N)n2)c(C)n1C1CC1
    -6	3.5	2.8	-4.2	-3	5	101	19	1.9	-23	37
> CC(Oc1cc2oc(=O)c3c(c2cc1Cl)CCC3)C(=O)NCCCN1CCOCC1 (stereo unspecified)
    -4	3.4	2.7	-1.6	-6	-2	.	8	-0.8	-4	-2
> CN(C)c1oc(-c2ccccc2)nc1C#N
    -2	1.8	2.4	-2.8	-5	14	.	15	-1.4	-3	5
> CCc1ccc(NC(=O)C(=S)NC2CCCCC2)cc1
    .	2.1	4.0	-1.8	1	4	116	9	-0.5	2	20
> COCCNC(=O)C1CCC(CNS(=O)(=O)c2ccc3c(c2)CC(C)N3C(=O)C2CC2)CC1 (stereo unspecified)
    11	2.7	1.2	-3.2	2	1	.	17	1.9	-7	19
> CC(=O)c1ccc([N+](=O)[O-])cc1
    19	0.8	0.0	-0.4	-12	-3	101	2	0.3	-7	3
> CC(=O)c1cc(F)c(N2CCN(C(=O)Cc3ccccc3)CC2)cc1C
    -5	5.6	3.9	-3.0	-12	-3	.	12	2.9	19	31
> C=C(C)Cc1c(C)c(C#N)c2nc3ccccc3n2c1NCCCN(C)C
    .	-5.7	1.2	.	.	.	89	.	0.4	-3	6
> Cc1ccc(NC(=O)CCNC(=O)c2ccc([N+](=O)[O-])cc2)cc1C
    2	.	-1.0	0.9	3	-5	234	-4	.	26	-7
> O=C(Nc1ccc(C(=O)N2CCOCC2)cc1)c1cc(-c2cccnc2)nc2ccc(Br)cc12
    .	-0.2	2.6	0.9	1	-5	113	-5	-1.3	6	4
> O=C(CSc1nccc(-c2cccs2)n1)Nc1cccc(Cl)c1
    -7	3.7	2.9	.	.	-2	103	.	3.6	-12	32
> O=C(NCC(=O)N1CCC2(CC1)NCCc1[nH]cnc12)c1cccc(Cl)c1
    -13	2.2	0.8	-4.1	-3	5	104	20	0.7	386	11
> COc1cccc(C(=O)Nc2ccc(S(=O)(=O)Nc3cc(C)nc(C)n3)cc2)c1
    3	3.2	-0.5	-1.4	5	4	105	7	-1.5	106	13
> CN(C)c1ccc(/C=C/c2cccc[n+]2[O-])cc1
    -3	1.1	2.2	.	.	-8	93	.	1.4	584*	52
> Cc1cccc(S(=O)(=O)NCCc2ccccc2)c1
    3	-0.3	3.3	-3.6	-7	-5	99	16	0.3	5	6
> CCCCNC(=O)CSc1nc2ccccc2n1S(=O)(=O)c1ccc(Br)cc1
    2	2.7	1.5	-2.8	-8	-8	104	13	-1.4	-6	14
> CC(=O)Nc1ccc(NC(=O)CSc2ccc3nnc(CCNC(=O)c4ccccc4)n3n2)cc1
    1	-0.6	0.9	0.3	-7	-9	101	-2	-2.0	1	14
> CCN(CC)Cc1c(C(=O)OC)nnn1-c1nonc1N
    .	2.5	2.6	-0.7	-6	-6	107	4	-0.4	88	-1
> Cc1ccc(C(=O)NC2CC(C)(C)NC(C)(C)C2)cc1
    9	0.7	2.0	-3.3	-4	-5	104	15	2.1	-9	52
> Cc1c(C(=O)N/N=C/c2ccncc2)no[n+]1[O-]
    -2	0.1	2.9	-2.8	-10	-1	.	14	0.9	173	4
> Cc1cc(C)n2cc(CSc3nnc(-c4ccccc4)o3)nc2n1
    -1	-1.6	1.2	-0.3	10	22	103	2	1.9	.	5
> O=C(Cn1ncc2c(=O)oc3ccccc3c21)N1CCCN(Cc2ccccc2F)C1
    19	0.2	0.3	-1.0	-3	5	101	6	-2.2	-7	0
> O=C(NCc1ccccc1)c1cccc(S(=O)(=O)N2CCOCC2)c1
    .	2.4	-0.4	-3.0	-3	-3	107	15	-1.7	-8	2
> O=C(COC(=O)C1CC1)Nc1c(Cl)cccc1C(F)(F)F
    .	2.4	2.1	-2.0	0	-12	.	10	0.2	26	5
> COc1ccc2[nH]c(C)c(-c3csc(N)n3)c2c1
    13	1.3	0.0	-0.7	7	-4	100	3	-1.3	-4	24
> CCC(c1nnnn1C(C)(C)CC)N(CCCO)Cc1cc2cc(C)cc(C)c2[nH]c1=O (stereo unspecified)
    -17	.	1.2	0.0	-17	3	104	0	.	.	17
> COc1ccc2[nH]c(C(=O)O)c(CCC(=O)O)c2c1
    19	-2.5	2.5	0.4	1	-1	103	-2	-1.6	-11	2
> Cc1nn(C)c(=O)n1-c1ccccc1
    .	-0.5	2.1	-2.5	-13	-8	117	12	-0.5	10	1
> Cc1nn(C(=O)CCCC(=O)NCc2ccccc2)c2ccccc12
    25	1.4	-3.0	-1.3	10	-6	.	7	-3.0	-4	18
> CCC(c1nnnn1Cc1cccs1)N1CCN(c2nc3ccccc3s2)CC1 (stereo unspecified)
    -62	1.4	1.0	-2.1	1	-1	97	12	-1.2	6	27
> Cc1ccc(Nc2ncc3c(n2)CC(c2ccco2)CC3=O)c(C)c1 (stereo unspecified)
    2	4.5	3.7	0.9	9	9	.	-4	-0.9	32	-3
> O=C(CN1CCN(C(=O)c2cccc(F)c2)CC1)Nc1ccccc1F
    10	4.7	4.4	-2.3	-3	3	109	11	0.1	370	7
> O=C(CCn1c(=O)oc2ccccc21)NCCC1=CCCCC1
    20	-0.3	0.5	-0.3	5	2	98	2	-0.7	222	16
> COc1cccc(NC(=O)CSc2ncnc3c2oc2ccccc23)c1
    -13	0.2	2.5	-0.2	-1	-3	98	1	0.3	15	0

# Outcome played no part in choosing rows, and some 2.8% of all compounds hit somewhere here.
